CSN deneddyl inh – blocks human CSN-mediated cullin deneddylation; Purified CSN, SCF-Nedd8-OG deneddylation, fluorescence polarization; Q92905; AID 651999; inhibition, % at 12.5 µM; 0.38% of 360,000 active;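 active = pattern-corrected inhibition above about 35%, with an unprinted fluorescence ratio check between 0.5 and 1.5, limit read from the data, passing the limit was not always enough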;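 also: 0% = enzyme with substrate and 100% = substrate without enzyme; some results filed as inactive read as strong as hits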
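Assay system: HEK293T-derived human Csn5 enzyme; quantity: 0.24 nM enzyme; medium: Tris/NaCl/DTT buffer, pH 7.5; also added: substrate SCFSkp2-Nedd8OG, 10 nM; doses: 12.5 µM compound; schedule: 90 min reaction at room temperature; signal: FP; read-out: % inhibition of substrate cleavage by Csn5; benchmarks: substrate-only high control, full reaction low control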
MLLE-PAM2 inh – blocks PAM2 peptide binding to the PABP1 MLLE domain; P11940; GST-MLLE / FITC-PAM2 fluorescence polarization; inhibition, % at 20 µM; 0.36% of 360,000 active; AID 588489; in the data active = inhibition above about 35%, passing the limit was not always enough;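 also: plate controls were DMSO wells with GST-MLLE for no effect and wells lacking GST-MLLE protein for full effect; some results filed as inactive read as strong as hits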
MsrA inh – inhibitors of bovine MsrA; purified bovine MsrA, absorbance read-out; inhibition, % at 15.5 µM; 0.75% of 360,000 active; in the data active = inhibition above about 4.5%;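 also: 0% = vehicle wells with enzyme and 100% = reference inhibitor wells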
FAS TE block – FAS thioesterase (human) inhibition; recombinant FAS-TE, OMFH fluorogenic substrate, fluorescence endpoint; inhibition, % at 15 µM; 0.67% of 360,000 active; AID 602261;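 active = compounds whose normalised, plate-corrected inhibition of enzyme fluorescence in the single-dose primary screen is 50% or more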;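 also: 0% = DMSO with enzyme and 100% = substrate without enzyme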
Rin1-Abl PPI inh – blocks binding of human Rin1 to Abl; P00519+Q13671; TR-FRET Rin1/Abl binding, biochemical; inhibition, % at 7.35 µM; 0.4% of 360,000 active; in the data active = inhibition above about 5%, passing the limit was not always enough
TbMetRS inhib – Trypanosoma brucei MetRS inhibition | purified T. brucei MetRS, ATP depletion, Kinase-Glo luminescence | inhibition, % at 11.9 µM | 0.4% of 360,000 active;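 active = inhibition above a per-plate cutoff of the control wells' mean inhibition plus 3 SD, cut at about 5.5% in these data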;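 also: 0% = DMSO wells median and 100% = median of wells with control inhibitor compound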
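Measured by: Kinase-Glo luciferase luminescence reporting remaining unconsumed ATP. Material: purified T. brucei MetRS enzyme. Doses: 11.9 µM compound single dose, 0.9% DMSO. Medium: HEPES buffer containing pyrophosphatase, BSA, spermine, DTT. Times: 15 min preincubation, 2 h reaction, all 25 °C. Reagent: methionine, ATP and bulk E. coli tRNA.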
E coli Lon inh – E. coli protease La inhibition; inhibition, % at 7.94 µM; 0.42% of 360,000 active; purified E. coli Lon protease, fluorescence polarization; in the data active = inhibition above about 13%, passing the limit was not always enough;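 also: 0% = enzyme with probe and DMSO and 100% = no enzyme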
bovine MsrA act – activators of bovine methionine sulfoxide reductase A; activation, % at 10.6 µM; 0.3% of 360,000 active; purified bovine MsrA, absorbance read-out; in the data active = activation above about 7.5%;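 also: 0% = vehicle and 100% = reference activator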
Neddylation inh – inhibitors of human cullin neddylation; calls only at 25 µM; TR-FRET cullin neddylation, biochemical; P61081+Q13564; AID 651699; 0.58% of 360,000 active; in the data active = inhibition above about 36%
* = called active by the depositor; i = inactive; / = not tested or not shown; + = active, no number.

Every second line gives: bovine MsrA act	CSN deneddyl inh	Neddylation inh	TbMetRS inhib	MsrA inh	FAS TE block	E coli Lon inh	MLLE-PAM2 inh	Rin1-Abl PPI inh
(1) CC(=O)c1cccc(N2C(=O)C3C(C(=O)Nc4cc(C)on4)C4(C)C=CC3(O4)C2C(=O)NC(C)(C)C)c1 (stereo not drawn)
    -2	0	i	-0.1	0.1	-6	-10	1	0
(2) CCOC(=O)c1ccccc1NC(=O)c1ccccc1SC
    -12	-5	i	-1.7	-1.6	15	24	7	-2
(3) Cc1ccc2[nH]c(=O)c(CN(CCCO)S(=O)(=O)c3cccc4nsnc34)cc2c1
    -2	3	i	-0.3	1.4	-5	2	7	-4
(4) Cc1ccc(NC(=O)CSc2nc(=O)cc(N)n2CCc2ccccc2)cc1
    -3	-2	i	0.0	1.3	-2	0	19	4
(5) CCOC(=O)CC(=O)CSc1[nH]c(=O)cc(C)c1C#N
    -1	2	i	-0.2	0.7	-7	3	10	-2
(6) COc1ccc(S(=O)(=O)N2CCN(C(=O)c3ccc4ccccc4n3)CC2)cc1
    5	-1	i	0.1	1.1	0	8	-45	2
(7) Cc1ccc(OCC(=O)OCc2nc3scc(-c4ccccc4)c3c(=O)[nH]2)cc1C
    -4	-4	i	-0.1	-1.0	0	-8	10	0
(8) O=C(CSCc1ccco1)c1cccs1
    -5	6	i	-1.0	0.3	-4	-5	29	1
(9) Cc1ccsc1-c1n[nH]c(=S)n1CC(C)C
    -2	-12	i	-0.8	-1.4	-8	-3	-14	2
(10) COc1cccc2[nH]c3c(N4CCCC(C)C4)ncnc3c12 (stereo not drawn)
    -1	-2	/	-0.7	1.3	-3	-8	-15	-2
(11) CC1CCCN(c2ccc(C(=O)NCCc3ccccc3)cn2)C1 (stereo not drawn)
    -12	1	i	-1.6	-0.9	1	4	0	6
(12) Cc1ccc(C(=O)NCC(=O)NCCSc2ccc(Br)cc2)cc1
    -6	-3	i	0.1	0.5	-3	-2	3	2
(13) Cc1ccc(C(C)(O)CS(=O)(=O)Cc2ccccc2)cc1 (stereo not drawn)
    1	-5	i	-0.6	-0.8	1	1	-10	-1
(14) O=c1[nH]c2ccc(S(=O)(=O)N3CCN(C4CCCCC4)CC3)cc2[nH]c1=O
    -3	-2	+	0.3	0.0	-4	-5	-4	-3
(15) CCCCn1nnnc1NCc1cc(Cl)c(OC)c(OC)c1
    -3	-3	i	0.0	-0.4	0	-4	14	-3
(16) CCCCc1ccc(NC(=S)N2CCN(C(=O)OCC)CC2)cc1
    -8	7	i	-0.7	0.8	3	1	-110	-2
(17) CN(CCC#N)c1ccc(C=C(C#N)c2cccc(C(F)(F)F)c2)cc1
    -11	-3	i	-0.9	/	36	-2	5	3
(18) C[C@@H](NC(=O)[C@@H]1Cc2ccccc2CN1)C(=O)NC1CCCCC1
    -1	0	i	0.0	-0.3	-3	-7	10	4
(19) Cc1cc(=O)oc2c3c(cc(OCC(=O)NCC(=O)O)c12)OC(C)(C)CC3
    -5	2	/	-0.3	2.8	-5	-1	11	0
(20) CN(Cc1ccccc1Cl)C(=O)C1CC(=O)N(c2ccc3c(c2)OCCO3)C1 (stereo not drawn)
    -7	2	i	-0.6	-1.0	-9	-12	10	0
(21) Cc1c(C(=O)N2CCCCC2)c(S(=O)(=O)N2CCN(c3ccc(Cl)cc3)CC2)c(C)n1C
    -2	-6	i	0.5	-0.2	4	-7	6	5
(22) CCOCCCNC(=O)CSc1nnc(-c2ccc(S(=O)(=O)N3CCCC3)cc2)n1C
    -4	7	i	-0.3	-0.1	-6	6	-10	4
(23) O=C(CCc1ccc(S(=O)(=O)N2CCOCC2)cc1)N/N=C/c1ccc(O)c(O)c1O
    -12	-4	i	2.5	2.7	-9	11	33	13*
(24) CCOC(=O)C(Cc1c[nH]c2cc([N+](=O)[O-])ccc12)(NC(C)=O)C(=O)OCC
    -2	8	i	0.4	2.9	-3	-1	7	-4
(25) CCCNc1nc(N2CCOCC2)nc(N2CCOCC2)n1
    3	8	i	-0.1	1.6	-8	-1	-5	-1
(26) Cc1nnc(NC(=O)CN2CCN(Cc3c(Cl)cccc3Cl)CC2)s1
    -3	-1	i	-0.6	2.4	-5	-5	13	-1
(27) COc1ccc(C(=O)Cc2cc3ccccc3oc2=O)cc1
    -3	3	i	1.6	-0.2	-4	4	-7	3
(28) COCCNC(=S)N1CCC(c2nc(-c3ccc(F)cc3)no2)CC1
    -11	1	i	-1.0	0.3	0	-4	-126	3
(29) CCN1CCN(c2nc(C)c3c(n2)CCCC3=O)CC1
    -4	4	i	-0.2	-0.4	-6	4	3	1
(30) CCOC(=O)C1(CCOc2ccccc2)CCN(Cc2cccc(OCCO)c2)CC1
    0	-3	i	-1.5	0.0	-2	4	9	1
(31) Cc1cccc2cc(CN(CC3CCCO3)C(=O)c3ccncc3)c(=O)[nH]c12 (stereo not drawn)
    0	-1	i	-0.5	0.9	-7	5	20	4
(32) NC(=NCCc1c[nH]c2ccccc12)NS(=O)(=O)c1cc(F)ccc1F
    -5	-1	i	-0.9	0.2	-2	1	10	1
(33) COc1ccccc1N1CCN(C(=O)CSc2ccccc2)CC1
    -5	0	i	-1.6	0.7	2	-5	25	0
(34) O=C(CCc1ccccc1)NNC(=O)c1ccccc1Cl
    -4	1	i	-0.6	-0.5	-5	-2	8	0
(35) COc1ccccc1C(=O)OCCN=C1NS(=O)(=O)c2ccccc21
    -12	1	i	-0.9	1.3	-1	0	3	4
(36) CCc1nnc(NC(=O)CSc2nc3cc(OC)c(OC)cc3cc2C)s1
    -12	1	i	-0.6	0.6	6	-9	-1	3
(37) O=C(NC(NCc1ccccc1)C(Cl)(Cl)Cl)c1cccnc1 (stereo not drawn)
    3	-5	i	-0.2	0.9	-4	0	14	3
(38) COc1ccc(CC(=O)Nc2cc(Cl)ccc2C(=O)O)cc1
    -2	-3	i	-0.7	0.3	0	2	-4	2
(39) Cc1cc(C)c(C(=O)Cn2nc(C)c([N+](=O)[O-])c2C)cc1C
    1	-5	i	0.2	-0.2	25	9	-2	1
(40) O=C(CSc1ccccc1C(=O)N1CCN(c2ccccc2)CC1)N1CCCC1
    0	3	i	-0.1	0.0	-1	-9	34	-1
(41) COc1ccc(O)c(-c2[nH]ncc2C(=O)c2cccc(C)c2)c1
    -2	-1	i	-0.1	2.5	-51	0	-19	-4
(42) CCc1ccccc1NC(=O)CSc1nnc(CNC(=O)c2ccco2)n1C
    5	0	i	0.9	0.2	-3	-4	22	-3
(43) CCOc1ccc(S(=O)(=O)N2CCN(C(=O)CCOc3ccccc3C)CC2)cc1
    -1	1	i	-0.2	-0.5	26	-12	-37	-2
(44) CCn1c(SCC(=O)NCCCN2CCCC2=O)nnc1-c1cccc(C)c1
    -12	2	i	-0.5	2.0	-9	0	13	0
(45) Clc1ccc2nc(C3CCN(Cc4ccccc4)CC3)[nH]c2c1
    -4	14	i	11*	-0.9	-8	-16	-44	8
(46) NC(=O)c1nsc(C(=O)N(Cc2cccnc2)C(C(=O)NCc2ccc(F)cc2)c2ccc(O)cc2)c1N (stereo not drawn)
    -4	2	i	-0.2	1.7	2	-2	-9	2
(47) CN(C)C(=O)c1cnc(-c2ccccc2)nc1-c1ccccc1
    -4	0	i	-0.9	0.7	-2	1	9	2
(48) COC(=O)C(C)Sc1nnc(Cc2cc(=O)[nH]c(=O)[nH]2)n1-c1cc(C)ccc1C (stereo not drawn)
    -3	-8	i	-0.3	-1.1	-6	13	4	-2
(49) Fc1ccc(CNC(=S)Nc2ccc(Cl)cc2Cl)cc1
    -9	4	i	-0.1	0.8	0	1	24	1
(50) C[C@H](CO)N1C[C@H](C)[C@@H](CN(C)Cc2ccc3c(c2)OCCN3C)OCc2cnnn2CCCC1=O
    -2	-3	i	-1.0	-0.7	-7	-7	5	-2
(51) COc1ccc([C@H]2C(C#N)=C([S-])N[C@](C)(O)[C@@H]2[n+]2ccccc2)cc1
    2	7	i	-0.1	-0.3	-17	-6	-22	-8
(52) Cc1ccccc1OCC(=O)Nc1ccccc1-c1ccccc1
    -10	0	i	-1.4	-0.6	27	-4	2	7.0*
(53) CC(C)(C)c1ccc(C(=O)Nc2ccc(C(=O)N3CCCC3)cc2)cc1
    -4	1	i	-0.2	-0.7	14	6	-5	4
(54) Cn1ncc(Br)c1C(=O)OCC(=O)Nc1nc(-c2ccccc2)cs1
    -3	1	i	-1.1	-0.6	-6	4	-4	0
(55) CC(=O)N1C(=O)/C(=C2\SC(=S)N(NC(=O)c3ccc(O)cc3)C2=O)c2ccccc21
    1	8	i	-0.1	1.9	26	-8	32	-1
(56) CN(CC(=O)NCCCN1CCOCC1)S(=O)(=O)c1ccc(F)cc1
    -3	-1	i	0.1	-0.1	-6	-4	7	2
(57) COc1ccc(N2CCN(CCCNC(=O)CCC(=O)N3CCOc4ccc(Cl)cc43)CC2)cc1
    -3	-3	i	-0.7	0.7	-2	6	-1	-4
(58) Cc1ccc2cc(CN(CCCO)S(=O)(=O)c3ccccc3F)c(=O)[nH]c2c1C
    -13	1	i	-1.1	0.3	-2	0	-9	2
(59) Cc1cc(NC(=O)CON=C(N)CC(=O)Nc2ccccc2Cl)ccc1Br
    0	4	i	-0.5	0.6	6	1	-22	1
(60) O=C(c1ccccc1)N1CCCCC(S(=O)(=O)c2ccccc2)C1=O (stereo not drawn)
    -1	-1	i	-0.4	0.0	-3	-3	-10	0

The list continues:
Every second line gives: bovine MsrA act	CSN deneddyl inh	Neddylation inh	TbMetRS inhib	MsrA inh	FAS TE block	E coli Lon inh	MLLE-PAM2 inh	Rin1-Abl PPI inh
(61) CN(C)c1cccc2c1c(NC(=O)Nc1ccc(Cl)cc1Cl)nn2C
    -1	-2	i	-0.6	0.8	1	0	2	1
(62) COc1ccccc1CC(=O)N1CCN(C(=O)c2ccco2)CC1
    -1	-4	i	-0.7	-0.5	-2	2	5	1
(63) C=CC(=O)NCc1ccc(-c2csnn2)cc1
    -4	0	i	1.1	0.0	-5	1	5	0
(64) CC(=O)c1ccc(S(=O)(=O)N2CCN(C(=O)/C=C/c3ccc4ccccc4n3)CC2)cc1
    -4	3	i	-0.4	0.5	3	-6	-21	-4

Screening data: PubChem, several laboratories

Rows are unselected; 4% or so of the library scored in one or more.
